High-throughput results deposited in PubChem by National Center for Advancing Translational Sciences (NCATS).
A-T KAP1 phos: candidate therapy for ataxia-telangiectasia; […] A-T fibroblasts, KAP-1 phosphorylation AlphaLISA; neocarzinostatin DNA damage 30 min before lysis; Potency, µM (titrated, usually from 57.5 µM), for the others: at the top dose activation, most hits filed as activators; hit rate 0.19% among 320,000; AID 485349; also: potency is read from the fitted curve at half-maximal effect; % of control where 0% means no effect; nearly all actives have a fitted effect of over 45% in size
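ATM-like activity read as KAP-1 phosphorylation via AlphaLISA donor/acceptor antibody pairs after lysis and 6 hr at 25C. Cells were ATM-null patient fibroblasts ([…], hTERT), dosed 60 min, then exposed to the DSB inducer NCS for 30 min.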
Tb PFK inh: T. brucei PFK enzyme inhibition | O15648 | T. brucei PFK, ADP-Glo luminescence | Potency, µM (top dose mostly 57.5 µM), without a hit: at the top dose activity, negative = inhibition, actives largely listed as inhibitors | hit rate 0.17% among 330,000 | AID 485367;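 also: potency is read from the fitted curve at half-maximal effect; 0% = uninhibited 1x PFK enzyme wells and -100% = no-enzyme wells; nearly all actives have a fitted effect of over 60% in size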
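Luminescent ADP detection (ADP-Glo, two-step: ATP depletion then ADP-to-ATP conversion for luciferase) reported PFK activity after 45 min room-temperature reaction of 1.25 nM enzyme with 0.5 mM F6P and 0.1 mM ATP at pH 8.0.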
PTAP TSG101 blk: blocks PTAP/TSG101 interaction to inhibit HIV-1 budding | Potency, µM (doses to about 115 µM), without a hit: at the top dose activity change, negative = inhibition, most hits filed as inhibitors | AID 493005 | 340,000 tested, under 10 active | Fluorescence polarization, FITC-PTAP peptide / Tsg101 binding; active = well fitted inhibition curve with a large enough effect in the main read-out, with a control signal flat, not every such curve was filed as active; inconclusive = small, poorly fitted or top-dose-only effect, or effect the other way, or a change in a side signal; inactive = no such curve, though single readings can be large or run the other way; also: potency is read from the fitted curve at half-maximal effect; % of control where 0% means no effect
Target sequence (Q99816 whole entry, looked up): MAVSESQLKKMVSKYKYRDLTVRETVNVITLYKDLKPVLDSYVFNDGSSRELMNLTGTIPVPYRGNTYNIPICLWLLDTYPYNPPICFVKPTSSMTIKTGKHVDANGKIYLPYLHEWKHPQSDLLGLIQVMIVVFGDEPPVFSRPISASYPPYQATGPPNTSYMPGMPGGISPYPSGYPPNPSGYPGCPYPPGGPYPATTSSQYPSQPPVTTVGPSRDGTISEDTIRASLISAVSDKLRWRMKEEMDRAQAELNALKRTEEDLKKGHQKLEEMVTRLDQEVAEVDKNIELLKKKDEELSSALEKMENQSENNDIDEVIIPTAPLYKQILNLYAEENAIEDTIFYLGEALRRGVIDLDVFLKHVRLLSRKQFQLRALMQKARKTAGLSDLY
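Fluorescence anisotropy tracks displacement of a FITC-tagged PTAP peptide (50 nM) from the Tsg101 binding domain (10 uM), following a 20 min room-temperature incubation at pH 7.5.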
Eya2 inh: blocks the phosphatase activity of human Eya2. recombinant Eya2, OMFP fluorescence dephosphorylation (OMFP is methylfluorescein phosphate). O00167. hit rate 0.006% among 330,000. AID 488837. Potency, µM (top dose mostly 76.9 µM), for the others: at the top dose activity, negative = inhibition, usual class: inhibitors; also: potency is read from the fitted curve at half-maximal effect; % is scaled to controls: 0 for no effect and ±100 for the full control effect
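Eya2 (0.2 uM) preincubated 10 min at ambient with compound, then OMFP substrate added at 50 uM; 10 min reaction in 50 mM HEPES pH 7.5, 50 mM NaCl, 5 uM MgCl2, 0.05% BSA, 1 mM DTT. Fluorescence read at Ex 485/Em 525 nm.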
TCR activator: activates T cell receptor signaling; primary human leukocytes, anti-CD3, IL-2 HTRF, 48 h; Potency, µM (highest dose often 9.22 µM), inactives show top-dose activation of IL-2 secretion, usual class: activators; 330,000 tested, under 10 active; AID 504894; also: % of control where 0% means no effect
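HTRF read-out of IL-2 secretion: europium cryptate donor excited at 320nm, d2 acceptor emission at 665nm. Cells were primary human leukocytes incubated 48 hr with compounds and a-CD3 beads, supplying TCR signal only.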
Chronic BCR inh: blocks chronic active B-cell receptor signaling | ABC-DLBCL IkBa-CBG/CBR reporter, luminescence ratio, 4 h | Potency, µM (doses to about 46.1 µM), for the others: top-dose ratio change, negative = lower green/red ratio, hits mostly inhibitors | hit rate 0.05% among 340,000 | AID 493014; active = well fitted inhibition curve with a large enough effect in the signal ratio, with a control signal flat, not every such curve was filed as active; inconclusive = small, poorly fitted or top-dose-only effect, or effect the other way, or a change in a side signal; the % refers to the signal ratio;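 also: potency is read from the fitted curve at half-maximal effect; plate controls were basal doxycycline-induced cells for no effect and cells given 10 µM MG132 for full effect; MG132 reads +100%, hits lower the ratio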
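TMD8 ABC-DLBCL cells carrying doxycycline-inducible green luciferase fused to IkappaBalpha plus unfused red luciferase were exposed to compounds (up to 46 uM) for 4 hrs at 37C. Activity came from the overlap-corrected green/red luminescence ratio.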
a7 integrin act: activates integrin-mediated alleviation for muscular dystrophy; alpha7betagal myoblasts, beta-gal FDG fluorescence, 48 h; Potency, µM (top dose mostly 38.3 µM), inactives show at the top dose activation, usual class: activators; hit rate 0.064% among 350,000; AID 624291;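 also: potency is read from the fitted curve at half-maximal effect; 100% = response of the positive control SU9516; nearly all actives have a fitted effect of over 60% in size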
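alpha7betagal+/- myoblasts (passage 13, 250/well) treated 48 h at 37C with compounds at 1:260 dilution of DMSO stock. Lysed, then beta-galactosidase activity read as FDG fluorescence (ex 480/em 540) after 30 min, with pre-read for autofluorescence.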
ELG1 repair inh: ELG1-dependent DNA repair inhibition | Potency, µM (highest dose often 46.1 µM), for inactives: at the highest dose activity change, negative = inhibition, hits mostly inhibitors | AID 504467 | hit rate 2.3% among 330,000 | HEK293T ELG1-luciferase reporter, luminescence, 16 h; DNA damage induced by 5-fluorouridine; also: potency is read from the fitted curve at half-maximal effect; % is scaled to controls: 0 for no effect and ±100 for the full control effect; nearly all actives have a fitted effect of over 55% in size
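5-Fluorouridine DNA damage + compound/DMSO, 2,000 cells/well, 16 h, 37 °C/5% CO2. ONE-Glo, 30 min RT, luminescence. Readout = decrease in reporter signal.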
Mito fusion act: mitochondrial division inhibition or fusion activation | Potency, µM (series often up to 46.1 µM), for the others: at the highest dose growth rescue (activation), actives largely listed as activators | S. cerevisiae fusion-defective mutant growth rescue, CellTiterGlo 48 h | hit rate 0.23% among 320,000;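 also: potency is read from the fitted curve at half-maximal effect; % of control where 0% means no effect; nearly all actives have a fitted effect of over 45% in size; temperature-sensitive fusion mutants such as fzo1-1 at 37 °C on non-fermentable ethanol glycerol medium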
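Luminescent cell viability in 1536-well qHTS format served as the measure of rescued growth in ts fusion-mutant S. cerevisiae cultured on non-fermentable YPEG for 48 hours at 37C.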
S-ASM inh: blocks human secretory acid sphingomyelinase. P17405. hit rate 0.006% among 340,000. Potency, µM (doses to about 57.5 µM), inactives show at the highest dose activity change, negative = inhibition, most hits filed as inhibitors. placental ASM, HMU-PC fluorogenic substrate, 60 min; also: potency is read from the fitted curve at half-maximal effect
Target sequence (P17405 47-631 limits assumed): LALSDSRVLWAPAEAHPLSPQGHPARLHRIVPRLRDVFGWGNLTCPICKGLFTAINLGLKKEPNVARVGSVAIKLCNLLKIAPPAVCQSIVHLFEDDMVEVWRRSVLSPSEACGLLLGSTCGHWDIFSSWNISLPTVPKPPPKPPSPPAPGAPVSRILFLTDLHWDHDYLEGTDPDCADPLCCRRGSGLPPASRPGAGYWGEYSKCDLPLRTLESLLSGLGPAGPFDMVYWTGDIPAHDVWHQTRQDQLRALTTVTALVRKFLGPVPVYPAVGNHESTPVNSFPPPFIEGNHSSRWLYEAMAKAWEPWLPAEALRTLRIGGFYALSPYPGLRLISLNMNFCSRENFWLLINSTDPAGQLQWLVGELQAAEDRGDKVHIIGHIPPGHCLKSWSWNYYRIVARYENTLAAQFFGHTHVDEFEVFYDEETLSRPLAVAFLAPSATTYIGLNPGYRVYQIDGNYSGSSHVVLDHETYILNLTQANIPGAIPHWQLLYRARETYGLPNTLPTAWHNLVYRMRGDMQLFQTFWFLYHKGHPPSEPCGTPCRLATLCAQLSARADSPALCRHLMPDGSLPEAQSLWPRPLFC
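Fluorescence read-out (Ex 386 nm, Em 447 nm) after stopping the reaction at pH 10. Enzyme: ASM from human placenta; substrate HMU-PC0, 9 uM final; 60 min, 37 °C. Compound preincubation 10 min, ambient temperature.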
TSHR antag: antagonists of human thyroid stimulating hormone receptor. TSHR-expressing cells, TSH-stimulated cAMP HTRF, 2 h; hits give low values. activity change, negative = inhibition, % at 11.5 µM. hit rate 0.2% among 330,000. AID 504810;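 active = activity change below a set negative limit, meaning inhibition stronger than a set level, cut at about -70% in these data; inconclusive = activity change between two set negative limits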; also: % is scaled to controls: 0 for no effect and ±100 for the full control effect
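TSHR-expressing cells were treated with compounds, then stimulated with TSH at EC80 (4nM final) for 2 hours at 37 deg C. Cellular cAMP was measured by HTRF competition between lysate cAMP and cAMP-d2 for a cryptate-labelled anti-cAMP antibody.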
Starred values were filed as active, the others as inactive; ? = inconclusive; / = not tested or not shown; [ ] = another dose, or the depositor's remark. Unless noted, calls follow the shape of the dose curve; as a rule, active = well fitted curve in the direction sought with a large enough effect; inconclusive = small, poorly fitted or top-dose-only effect, or another doubt; inactive = no such curve, though single readings can be large; an effect the other way counts as inactive or inconclusive.

Results follow in this order: TSHR antag	TCR activator	a7 integrin act	Mito fusion act	Tb PFK inh	S-ASM inh	PTAP TSG101 blk	Eya2 inh	ELG1 repair inh	Chronic BCR inh	A-T KAP1 phos
1. COc1ccc(CCN(C(=O)COc2ccccc2)c2nc(-c3ccccc3)cs2)cc1OC
→ -15	-4%	-6%	0%	1%	0%	1%	2%	23µM*	-2%	-1%
2. COc1cc(S(=O)(=O)N2CCN(c3ccccn3)CC2)ccc1Br
→ 1	/	37%	1%	-1%	1%	0%	2%	-2%	?	2%
3. CC(=O)Nc1ccccc1C(=O)C(=O)O
→ 11	5%	-10%	3%	-3%	5%	-2%	6%	12%	-15%	-4%
4. Cc1ccc(Nc2nnc(SC(C)C(=O)Nc3c(C)n(C)n(-c4ccccc4)c3=O)s2)cc1 (configuration not stated)
→ -10	-5%[46.1 µM]	-12%	-3%	2%	1%	-4%	3%	-1%	?	1%
5. Cc1cc(C(F)F)n2nc(C(=O)Nc3sc4c(c3C(N)=O)CCC4)nc2n1
→ 2	1%[46.1 µM]	-22%	-2%	1%	-10%	-4%	0%	?	-20%	-9%
6. CC(C)Oc1ccc(NC(N)=O)cc1
→ 9	/	-4%	1%	2%	-2%	-3%	22%[15.4 µM]	18%	1%	1%
7. COc1cc2ccccc2cc1C(=O)O
→ 9	/	-11%	7%	9%	1%	-2%	6%	-1%	16%	11%
8. CC(C)N(N=Nc1ccc([N+](=O)[O-])cc1)C(C)C
→ 2	4%	-2%	-2%	4%	-12%	-4%	-4%	-2%	4%	4%
9. CCN(C(=O)c1ccc(C)c(Br)c1)c1ccccc1
→ -11	-2%	17%	-16%	-7%	0%	-2%	5%	?	4%	7%
10. COCCn1c(SCC(=O)c2[nH]c(C)c(C(C)=O)c2C)nc2ccccc2c1=O
→ 9	3%	-12%	-4%	2%	-1%	0%	1%	-19%	1%	-11%
11. OC1CCN(Cc2cn(Cc3ccccc3)nc2-c2cc3ccccc3o2)CC1
→ -2	1%	-9%	-6%	3%	2%	-4%	2%	-9%	13%	2%
12. O=C(CC1NCCNC1=O)Nc1ccc([N+](=O)[O-])cc1 (configuration not stated)
→ -2	-2%	14%	-4%	-2%	-1%	0%	-2%	28%	?	-3%
13. CCOc1ccc(CCNC(=O)CN2C(=O)c3cccnc3Oc3ccc(Cl)cc32)cc1
→ -18	0%	0%	/	2%	-8%	-2%	-12%	?	10%	4%
14. CC(C)COC(=O)C1C2C=CC3(CN(C(C)c4ccc(Br)cc4)C(=O)C13)O2 (configuration not stated)
→ 3	9%	0%	2%	-2%	-1%	-2%	-2%	9%	1%	12%
15. Cc1ccc(N2C(=O)Cc3ccccc3C2=O)cc1
→ 4	3%	-1%	5%	10%	126%[activator]	-3%	-1%	10%	1%	-2%
16. CC(=O)Nc1ccc(S(=O)(=O)N2CCC(C(=O)NCCC(=O)NCc3ccncc3)CC2)cc1
→ 0	-6%	?	-4%	-2%	5%	-14%	-6%	5%	0%	6%
17. C/C=C/Cn1c(Br)nc2c1c(=O)[nH]c(=O)n2C
→ -1	-2%	1%	-3%	1%	1%	-10%	3%	14%	?	-4%
18. CC(Sc1nnc(COc2ccc(Cl)cc2)n1Cc1ccco1)C(=O)N1CCNC1=O (configuration not stated)
→ 6	-3%	2%	5%	-4%	-3%	-3%	3%	-24%	-1%	2%
19. COc1ccc(-c2csc(NC(=O)c3cccc(N4C(=O)CCC4=O)c3)n2)cc1OC
→ -16	-1%	10%	-3%	-3%	-8%	-7%	17%	?	-5%	10%
20. CCN(CC)S(=O)(=O)c1ccc(NCCCn2ccnc2)c([N+](=O)[O-])c1
→ 1	-4%	15%	-5%	0%	107%	-1%	18%	-27%	0%	-8%

More entries:
Results follow in this order: TSHR antag	TCR activator	a7 integrin act	Mito fusion act	Tb PFK inh	S-ASM inh	PTAP TSG101 blk	Eya2 inh	ELG1 repair inh	Chronic BCR inh	A-T KAP1 phos
21. CSc1ncc(Cl)c(C(=O)Nc2nnc(SC)s2)n1
→ -3	-3%	2%	19%	-3%	-1%	0%	3%	11%	-12%	-4%
22. COc1cc(CN2CCC(CO)(CCOc3ccccc3)CC2)cc(OC)c1OC
→ -27	-1%	-16%	2%	8%	4%	-2%	3%	4%	8%	2%
23. CC1CN(C(c2cccs2)c2sc3ncnn3c2O)CC(C)O1 (configuration not stated)
→ 2	0%[46.1 µM]	-5%	-2%	3%	-4%	-3%	-7%	1%	-3%	2%
24. COc1cc(/C=C2\SC(=O)N(c3cccc(Cl)c3)C2=O)cc([N+](=O)[O-])c1O
→ -39	5%	8%	-13%	-7%	-14%	-10%	1%	-3%	12%	-9%
25. O=C(Nc1cccc2ccccc12)c1onc2c1CCCC2
→ -9	3%	-10%	8%	1%	1%	-8%	-2%	?	?	10%
26. N/C(=N\OC(=O)c1ccc2c(c1)OCO2)c1ccc(Cl)cc1
→ -5	0%	1%	11%	-2%	0%	-8%	24%	?	-9%	2%
27. CC1Cc2ccccc2N1C(=O)COC(=O)c1ccc(N(C)C)cc1 (configuration not stated)
→ 16	-4%	0%	4%	11%	-4%	0%	5%	?	-5%	-6%
28. COC(=O)C1=C(C)N(CCC2=CCCCC2)C(=O)C1
→ -24	-1%	-42%	-3%	0%	-1%	-5%	5%	4%	?	13%
29. COc1cc(-c2nnc(CSc3nnc(N)s3)o2)cc(OC)c1OC
→ -8	-6%[46.1 µM]	-27%	-3%	0%	-3%	-3%	2%	4%	-1%	1%
30. CN1CCN(S(=O)(=O)c2ccc3c(c2)OCCO3)CC1
→ 4	4%	-8%	-1%	-2%	0%	-1%	6%	6%	13%	1%
31. Cc1cc(Oc2nc3c(C)cccn3c(=O)c2/C=C(\C#N)S(=O)(=O)c2ccc(Cl)cc2)ccc1Cl
→ -3	-13%[46.1 µM]	7%	4%	0%	11%	-7%	1%	5%	0%	8%
32. COCCCNc1c2c(nc3nnnn13)CCCC2
→ -1	3%	-17%	-6%	0%	5%	-2%	4%	15%	9%	-5%
33. CCCN1CCN(CC(=O)Nc2nnc(C)s2)CC1
→ 30	/	-2%	0%	-6%	-1%	-6%	-11%	1%	-3%	-6%
34. Cc1ccc(OCCNC(=O)Cc2ccc(F)cc2)cc1
→ 10	4%	-5%	1%	-5%	3%	-4%	4%	-8%	-2%	0%
35. CCC(=O)Nc1cccc(Br)c1
→ -1	0%	16%	6%	-11%	1%	-2%	20%	-2%	-8%	1%
36. CCOc1ccc(NC(=O)NC(C)c2ccc3c(c2)OCO3)cc1 (configuration not stated)
→ 3	6%	11%	-7%	0%	-2%	1%	-1%	18%	?	-3%
37. COc1ccc(NC(=O)CC2C(=O)N(c3ccc(F)cc3)C(=S)N2NC(=O)c2ccc(Cl)cc2)cc1 (configuration not stated)
→ -6	-19%[46.1 µM]	16%	-1%	-4%	5%	-2%	4%	-7%	?	0%
38. CC1CCN(CC(O)COc2ccc(C(=O)c3ccccc3)cc2)CC1 (configuration not stated)
→ -2	5%	-43%	2%	-3%	0%	1%	-5%	?	-12%	2%
39. CCn1c2ccccc2c2cc(Nc3cc(C)nc4ncnn34)ccc21
→ 6	-3%[46.1 µM]	-16%	16µM*	0%	-25%	-3%	-1%	?	?	0%
40. CN(Cc1ccon1)C(=O)CC1C(=O)NCCN1CC(C)(C)C (configuration not stated)
→ -3	-4%	18%	1%	1%	21%	3%	1%	3%	-6%	0%
41. CCOc1ccccc1-n1c(=S)sc2c(=O)n(-c3ccc(C)cc3)c(=S)[nH]c21
→ -9	4%	?	-3%	1%	-2%	2%	6%	-8%	-3%	-2%
